GPR151 activ: activates the human receptor GPR151; Q8TDV0; PathHunter beta-arrestin GPR151 cells, luminescence; activation, % at 11.2 µM; hit rate 1% among 650,000; AID 1508602; in the data active = activation above about 4.9%;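 also: 0% = median of compound wells and 100% = cells with positive control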
Target sequence (Q8TDV0 whole entry, looked up): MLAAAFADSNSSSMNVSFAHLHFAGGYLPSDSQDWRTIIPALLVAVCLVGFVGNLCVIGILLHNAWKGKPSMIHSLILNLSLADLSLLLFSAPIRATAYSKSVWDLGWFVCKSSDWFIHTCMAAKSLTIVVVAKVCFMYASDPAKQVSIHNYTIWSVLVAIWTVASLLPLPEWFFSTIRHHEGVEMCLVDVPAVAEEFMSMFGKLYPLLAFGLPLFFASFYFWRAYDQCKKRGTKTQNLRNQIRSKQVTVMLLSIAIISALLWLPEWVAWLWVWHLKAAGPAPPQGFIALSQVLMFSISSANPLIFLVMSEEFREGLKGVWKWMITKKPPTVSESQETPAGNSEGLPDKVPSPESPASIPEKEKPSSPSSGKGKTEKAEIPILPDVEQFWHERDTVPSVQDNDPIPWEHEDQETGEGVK
TEAD-YAP block: TEAD-YAP interaction inhibition. HEK-TIYL cells, TEAD-Gal4/YAP UAS-luciferase luminescence. inhibition, % at 9.12 µM. hit rate 1.4% among 640,000; in the data active = inhibition above about 32%;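 also: 0% = median of test compound wells and 100% = reference inhibitor wells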
FBW7 activator: activators of human E3 ligase FBW7; Q969H0; AlphaScreen FBW7–phospho-cyclin E peptide binding, activator screen; normalized activity (activation), % at 26.1 µM; hit rate 0.13% among 650,000; in the data active = normalized activity above about 1.9%;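 also: purified mutant Fbw7 with reduced substrate affinity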
MITF inh: human MITF inhibition, primary screen; AID 1259374; inhibition, % at 2.6 µM; AlphaScreen MITF homodimerization, bead proximity signal; hit rate 0.91% among 650,000; O75030; in the data active = inhibition above about 50%;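 also: 0% = vehicle wells with protein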
Target sequence (O75030 whole entry, looked up): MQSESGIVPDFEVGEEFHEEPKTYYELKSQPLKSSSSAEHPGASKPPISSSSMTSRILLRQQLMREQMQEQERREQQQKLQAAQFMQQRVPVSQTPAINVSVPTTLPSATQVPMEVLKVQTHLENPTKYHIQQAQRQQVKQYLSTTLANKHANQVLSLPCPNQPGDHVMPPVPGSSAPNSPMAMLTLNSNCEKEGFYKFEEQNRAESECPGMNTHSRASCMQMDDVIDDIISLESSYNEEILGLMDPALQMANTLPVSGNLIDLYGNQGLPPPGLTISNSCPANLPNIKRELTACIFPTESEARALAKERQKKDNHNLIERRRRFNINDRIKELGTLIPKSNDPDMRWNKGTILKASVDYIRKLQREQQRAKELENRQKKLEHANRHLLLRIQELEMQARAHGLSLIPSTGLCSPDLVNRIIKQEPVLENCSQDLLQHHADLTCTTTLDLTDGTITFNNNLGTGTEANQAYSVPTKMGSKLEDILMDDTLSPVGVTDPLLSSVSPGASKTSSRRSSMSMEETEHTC
* hit, by the source's call.

Every second line gives: GPR151 activ	TEAD-YAP block	FBW7 activator	MITF inh
- CC(NC(=O)OCc1ccccc1)C(=O)N/N=C/c1ccc([N+](=O)[O-])cc1 (centres undefined)
 : 0.4	6	0.1	9
- Cc1ccc(NC(=O)Nc2nnc(N3CCCC3)s2)cc1Cl
 : 3.3	-5	0.0	-4
- O=[N+]([O-])c1ccc(CSc2nc(-c3ccccc3)nc3c2CCCC3)cc1
 : 0.7	-8	0.2	18
- COc1cccc(C2C3=C(CC(c4ccc(Cl)cc4)CC3=O)Nc3ccccc3N2C(=O)C(F)(F)F)c1 (centres undefined)
 : 0.0	13	0.1	3
- OCCOc1ccc(CN2CCCC(c3ccnc(SCCN4CCCC4)n3)C2)cc1 (centres undefined)
 : 1.9	-2	0.0	-4
- CCOc1ccccc1OCC(=O)NNC(=O)COc1ccc(Cl)cc1C
 : 0.3	13	0.3	1
- CNC(=O)c1cc2cc(Cl)cc(OC)c2oc1=O
 : -2.0	-10	-0.1	-1
- Clc1ccc(/C=C/C2=Nc3ccccc3NC(c3ccccc3)C2)cc1 (centres undefined)
 : -1.1	-51	-0.3	1
- O=C(COc1ccc(F)cc1)N/N=C/c1cc([N+](=O)[O-])cc([N+](=O)[O-])c1O
 : -0.2	11	-0.1	1
- CCOc1ccc(N2C(=O)c3ccccc3NC2c2ccc(C)cc2)cc1 (centres undefined)
 : -0.7	-3	0.2	13
- NNC(=O)C1CCCN(Cc2cccc(Cl)c2Cl)C1 (centres undefined)
 : -0.3	-5	0.2	21
- C/C(N)=C(/C#N)C(=O)COC(=O)C12CC3CC(CC(Br)(C3)C1)C2
 : 0.7	0	-0.2	-2
- CCOc1ncccc1C(=O)OCC(=O)Nc1oc(-c2ccco2)c(-c2ccco2)c1C#N
 : -0.6	2	-0.3	71*
- CC(C)(C)C1CCc2c(sc3nc(SCC(=O)NCc4ccccc4)n(-c4ccccc4)c(=O)c23)C1 (centres undefined)
 : -0.2	4	0.3	1
- CSc1ncccc1C(=O)Nc1ccc(C)cc1S(=O)(=O)N1CCOCC1
 : 0.1	7	0.1	1
- CCc1ccc(-n2c(SCC(=O)Nc3nccs3)nnc2-c2ccncc2)cc1
 : -0.1	-6	-0.1	-3
- O=C(c1ccc([N+](=O)[O-])cc1)N1CCN(CC(O)COc2ccccc2)CC1 (centres undefined)
 : -1.4	-6	0.1	-21
- COc1ccc(/C=N/NC(=O)c2nnn(-c3nonc3N)c2-c2ccccc2)cc1
 : -0.8	-9	-0.1	-3
- Cc1ccc(S(=O)(=O)N2CCCN(C(=O)CN3CCOCC3)C2c2ccccc2)cc1 (centres undefined)
 : -0.5	6	0.0	-2
- c1nc2n(n1)C1=C(CCCC1)C1(CCCCC1)N2
 : 0.5	-9	0.1	10

Exported as comma-separated lines: entries from further up.
mol,GPR151 activ,TEAD-YAP block,FBW7 activator,MITF inh
Cc1ccc(S(=O)(=O)N2CCCN(C(=O)CN3CCOCC3)C2c2ccccc2)cc1 (centres undefined),-0.5,6,0.0,-2
c1nc2n(n1)C1=C(CCCC1)C1(CCCCC1)N2,0.5,-9,0.1,10
CCOc1ccccc1OCC(=O)NNC(=O)COc1ccc(Cl)cc1C,0.3,13,0.3,1
Clc1ccc(/C=C/C2=Nc3ccccc3NC(c3ccccc3)C2)cc1 (centres undefined),-1.1,-51,-0.3,1
C/C(N)=C(/C#N)C(=O)COC(=O)C12CC3CC(CC(Br)(C3)C1)C2,0.7,0,-0.2,-2

Following part.
Every second line gives: GPR151 activ	TEAD-YAP block	FBW7 activator	MITF inh
- Cc1ccc(S(=O)(=O)NNC2=NS(=O)(=O)c3ccccc32)c(C)c1
 : -0.4	-1	0.1	13
- CC(=O)NC(c1ccc(N(C)C)cc1)c1c(O)ccc2ccccc12 (centres undefined)
 : -0.2	4	-0.2	4
- CCC(Sc1nnc(-c2cccc(F)c2)c(-c2cccc(F)c2)n1)C(=O)NC1CCCC1 (centres undefined)
 : 1.0	10	-0.2	-4
- O=C(Nc1ccc(CN2CCOCC2)cc1)c1ccc(-c2ccccc2)cc1
 : 0.4	17	-0.1	-7
- COc1ccc(OC)c(N=c2ssc3c2-c2ccc(C)cc2NC3(C)C)c1
 : 1.2	0	-0.3	5
- CCCNC(=O)c1ccc2c(c1)N(C)CCS2
 : -2.4	-25	-0.1	8
- COc1ccc(-c2nc3ccc(C(=O)N4CCN(c5cc(Cl)ccc5C)CC4)cc3nc2-c2ccc(OC)c(OC)c2)cc1OC
 : 0.8	-8	0.0	-6
- COc1ccccc1NC(=O)C1=C(C)NC(=O)NC1c1ccc(OC)c(OC)c1 (centres undefined)
 : -2.2	-14	0.9	15
- CC1(C2CCN(C(=O)C#Cc3ccccc3)CC2)NC(=O)N(Cc2ccc(F)cc2)C1=O (centres undefined)
 : 0.5	-4	-0.1	4
- COc1ccc(-c2c(C(F)(F)F)oc3cc(OC(=O)c4ccc(F)cc4)ccc3c2=O)cc1OC
 : 0.4	-1	-0.1	-3
- Cc1csc(Sc2nc3c(c(=O)[nH]c(=O)n3C)n2CCCc2ccccc2)n1
 : 0.1	2	0.2	7
- COc1cc([N+](=O)[O-])ccc1NC(=S)NC(=O)/C=C/c1ccco1
 : 0.0	-10	-0.2	-10
- COc1cc(C)c(Br)cc1S(=O)(=O)N1CCOCC1
 : -0.3	10	0.3	4
- CCC(OC(=O)c1ccccc1NC(C)=O)C(=O)c1ccccc1 (centres undefined)
 : 1.0	-1	-0.5	3
- CCN(CCN(C)C)C(=O)C1CC(=O)c2sc(NC(=O)c3cccc(F)c3)nc2C1 (centres undefined)
 : -1.3	1	0.2	15
- CCN(CC)S(=O)(=O)c1cc(C(=O)OC)ccc1Br
 : -0.5	-9	0.0	6
- CCS(=O)(=O)N(C)c1ccc([N+](=O)[O-])cc1
 : -0.8	-6	0.3	9
- COCCCNc1ncnc2c1cnn2-c1ccc(C)cc1C
 : 0.6	-2	-0.1	8
- CNC(=O)c1c(NC(=O)C(C)(C)C)sc2c1CCCC2
 : -1.7	13	0.0	8
- COc1ccc(-c2cn3c(C)c(C(=O)Nc4ccccc4)sc3n2)cc1
 : 2.2	-6	0.0	-9

(cont.)
Every second line gives: GPR151 activ	TEAD-YAP block	FBW7 activator	MITF inh
- CC(=O)N1CCN(Cc2nc3ccc(Cl)cc3n2CCO)CC1
 : 0.5	-4	0.0	8
- COc1ccc(C(=O)N2CCN3C(=O)[C@H](CC(C)C)NC(=O)[C@H]3C2)cc1
 : 2.6	2	-0.1	6
- O=C1CCCC/C1=C/Nc1ccc(Cl)c(Cl)c1
 : -1.6	-28	0.0	13
- O=C(O)c1ccc(NC(=O)c2cccc(F)c2)cc1
 : -6.4	-2	0.2	6
- CCCCc1nc(SC(C)C(=O)Nc2ccc(Cl)cc2)n[nH]1 (centres undefined)
 : -1.1	14	0.3	10
- O=c1c2c(-c3ccc(Br)cc3)csc2ncn1-c1ccccc1
 : -0.9	6	0.1	-9
- Cc1cc(Nc2cccc(C(F)(F)F)c2)nc2ccc(NC(=O)CN3CCOCC3)cc12
 : 2.5	5	-0.2	5
- CN(C)CCCNC(=O)c1cccc([N+](=O)[O-])c1
 : -0.1	-3	0.1	0
- CN(C)CCOc1cc(-c2ccnc(N)n2)ccc1NC(=O)[C@@H]1COc2ccccc2O1
 : 0.5	-3	-0.1	9
- Oc1ccc(CCNc2nc(Nc3ccncn3)nc3c2ncn3-c2ccsc2)cc1
 : 0.6	30	-0.1	2
- CCOC(=O)N1CCC(N2CCN(S(=O)(=O)c3ccccc3[N+](=O)[O-])CC2)CC1
 : -0.3	-6	-0.1	44
- CCn1c(O)c(C2=c3ccccc3=NC2=O)sc1=S
 : -0.2	-3	0.1	15
- COC(=O)C1=C(C)N(C)C(=O)NC1c1c(Cl)cccc1Cl (centres undefined)
 : 0.0	4	-0.1	7
- COc1ccc(NC(=O)CN2C(=O)/C(=C/c3ccc(OC)c(OC)c3)SC2=S)cc1
 : -1.8	-9	0.1	-10
- CN(C)c1ccc(/C=C/c2nc3ccccc3c(=O)n2-c2cccc([N+](=O)[O-])c2)cc1
 : -0.7	5	0.1	2
- CCC(=O)Nc1sc2c(c1C(N)=O)CCN(C(C)C)C2
 : 0.2	-3	-0.1	0
- CC1=C(C(=O)OCc2ccccc2)C(c2cc3c(cc2Br)OCO3)NC(=O)N1 (centres undefined)
 : -0.1	-2	-0.1	-6
- COC(=O)CC1C(=O)NCCN1C(=S)NC(=O)CCc1ccccc1 (centres undefined)
 : -0.9	7	0.1	5
- COc1ccc(CCN(C(=O)c2cccc(F)c2)C2CC(=O)N(c3ccccc3)C2=O)cc1 (centres undefined)
 : 0.0	0	0.3	11
- CCOc1ccc(-c2nc(Cn3c(=O)n(CC4CCCO4)c(=O)c4ccccc43)c(C)o2)cc1 (centres undefined)
 : 1.1	9	0.1	7

(continued)
Every second line gives: GPR151 activ	TEAD-YAP block	FBW7 activator	MITF inh
- COc1cc(/C=N/NC(=O)COc2c(C)cccc2C)ccc1O
 : 0.4	14	0.0	-4
- Cc1ccc(/C=N/NS(=O)(=O)c2ccccc2)o1
 : 0.0	-5	0.1	2
- COc1ccc(C(C)=O)cc1CN1CCOCC1
 : 0.4	-6	-0.1	-7
- CCOC(=O)C1=C(C)NC(=O)NC1c1c(OC)ccc2ccccc12 (centres undefined)
 : -0.5	1	0.2	1
- CCOC(=O)c1c(NC(=O)C(C)N2C(=O)c3ccccc3C2=O)sc2c1CCCC2 (centres undefined)
 : 0.6	5	0.1	-12
- O=C1CC(c2ccc(Br)cc2)C2=C(CC(c3cccs3)CC2=O)N1 (centres undefined)
 : 0.9	-9	0.0	16
- Cc1noc(C)c1COC(=O)CSc1ncnc2sccc12
 : -0.5	12	-0.1	0
- O=C1Nc2ccc(S(=O)(=O)Nc3ccc(Br)cc3)c3cccc1c23
 : -1.1	5	0.2	3
- Fc1ccc(-c2nnc(C3CCN(Cc4ncc[nH]4)CC3)o2)cc1
 : 0.3	1	0.3	11
- CC(C)(C)N(Cc1ccccc1)C(=O)CSc1nnc(-c2cccc(F)c2)n1N
 : -1.9	7	0.1	10
- Cc1cc(OCC(=O)Nc2ccc(Cl)c(Cl)c2)cc(C)c1Cl
 : -0.6	-4	0.1	14
- COc1ccccc1NC(=O)C1CC(=O)Nc2ncnn21 (centres undefined)
 : -0.9	-1	0.0	0
- COC(=O)CCSc1ccc(C(=O)OC)cc1[N+](=O)[O-]
 : 0.1	6	0.0	8
- O=C(Nc1ccc(Oc2ccc(Cl)cc2)cc1)c1cc2cc(Br)cc(Br)c2oc1=O
 : 0.8	3	-0.1	-3
- COCCNC(=O)N1CCC(Cn2c(C)nc3ccccc32)CC1
 : 2.0	2	0.0	5
- CCSCCOC(=O)C1=C(C)NC2=C(C(=O)C(C(=O)OC)C(C)C2)C1c1c(F)cccc1Cl (centres undefined)
 : 1.3	-15	1.9*	0
- COc1cc2c(=O)n(Cc3ccccc3)c(=O)n(CC(=O)C(C)(C)C)c2cc1OC
 : -1.6	-7	0.1	4
- OC(COCCOc1ccc(Br)cc1)CN1CCOCC1 (centres undefined)
 : 1.2	15	-0.1	5
- CC(C)OC(=O)c1ccc(NC(=O)COc2ccccc2C(C)C)cc1
 : -0.6	-1	0.1	3
- COc1ccc(Cc2cnc(NC(=O)CCl)s2)cc1
 : 0.8	23	0.8	11

The results go on:
Every second line gives: GPR151 activ	TEAD-YAP block	FBW7 activator	MITF inh
- COc1ccc(/C=C/C(=O)OCCCN(C)C)cc1
 : -0.7	-13	-0.1	18
- CCC(=O)N(CCCN(C)C)c1nc(-c2ccc(F)cc2)cs1
 : 0.4	-21	-0.2	-1
- O=C(Nc1nccs1)c1cccc(NC(=O)C(F)(F)F)c1
 : -1.7	-33	0.0	-4
- CC1Cc2cc(/C=C3\N=C(c4ccccc4F)OC3=O)ccc2O1 (centres undefined)
 : -0.6	1	0.0	15
- Cc1ccccc1-n1c(=O)cc(N2CCC(C(N)=O)CC2)[nH]c1=O
 : -0.7	-6	0.0	7
- COc1ccc2c(c1)-c1c(ssc1=S)C(C)(C)N2C(=O)CN1CCC(C)CC1
 : 0.9	-9	-0.5	13
- Cc1ccc(C(=O)COC(=O)c2ccc3c(c2)C(=O)N(c2cccc(NC(=O)c4ccc(Br)cc4)c2)C3=O)cc1C
 : -0.5	-6	0.0	-3
- COc1ccccc1N1CCN(C2CC(=O)N(c3ccc(NC(C)=O)cc3)C2=O)CC1 (centres undefined)
 : -0.1	-2	1.3	11
- CCCOc1ccc(/C=N/NC(=O)C(C)Sc2ccccn2)cc1 (centres undefined)
 : 1.3	8	0.2	-9
- CCc1nnc(NC(=O)c2ncoc2-c2cccs2)s1
 : -1.5	-5	-0.6	8
- CCOC(=O)c1cnc(SC(C(=O)OCC)C(=O)OCC)nc1N
 : 0.2	1	0.7	3
- CCc1cc2c(=O)c(-c3nc4ccccc4s3)coc2c(CN(CC)CC)c1O
 : -0.5	0	-0.1	4
- CC(C)=CCN1CCc2nnc(CNS(=O)(=O)c3ccccc3)n2CC1
 : 0.0	8	0.3	-1
- COC(=O)C1=C(C)N(C)C(=O)/C1=C\c1ccc(SC)cc1
 : 2.5	2	0.0	0
- CC(=O)Nc1cccc(NC(=O)c2cc(-c3cccnc3)nc3ccc(Cl)cc23)c1
 : 1.2	22	-0.2	-3
- O=C(CSc1ccc2nnc(-c3ccc(Cl)cc3)n2n1)NCc1ccco1
 : 0.1	11	0.1	6
- CCC(C)OC(=O)C1=C(C)NC2=C(C(=O)CC(c3ccccc3)C2)C1c1cccnc1 (centres undefined)
 : 0.6	8	0.9	-3
- Cc1ccc(-n2cc(CN3CCN4C(=O)CN(C)C(=O)[C@H]4C3)cn2)cc1
 : 0.0	-10	-0.1	-14

From PubChem
